# High-throughput results as filed in PubChem BioAssay.
# ERAP1 inh: ERAP1 (human) enzyme inhibition; Q9NZ08; recombinant ERAP1, Leu-AMC fluorescence, 60 min; inhibition, % at 10.7 µM; 340,000 compounds, 0.15% hits;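 active = mean replicate inhibition of at least 30%, or all replicates individually reaching that 30% level; inactive = mean below 30% and not every replicate reaching it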;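 also: 0% = neutral control wells and 100% = L-leucinethiol positive control wells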
# F508del corr: CFTR F508del correction in bronchial cells; CFBE cells, YFP halide quenching; stimulated with forskolin plus potentiator P3; % fluorescence drop versus neutral controls; activity (quench increase), % at 7.58 µM; 350,000 compounds, 0.36% hits; AID 720511;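 active = mean added fluorescence quench of at least 8% versus neutral control, with both replicates also reaching 8%; inconclusive = only one of the mean or replicate conditions met; inactive = mean below 8% and not both replicates reaching 8%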;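 also: cells transiently co-express mutant CFTR-F508del with the halide-sensitive YFP; corrector assay measuring rescue of mutant channel to the surface after 24 h compound exposure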
# miR122 inh: miR-122 inhibition in Huh7 cells; Huh7 miR-122 Renilla luciferase sensor, 48 h; neutral wells = 0, positive control = 100; activation (reporter increase), % at 12.5 µM; AID 602342; 340,000 compounds, 0.3% hits;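 active = mean replicate activation score at least 90 and every replicate individually at or above 90; inconclusive = only one of the two criteria met; inactive = neither criterion met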;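 also: higher luciferase means less miR-122 activity so hits act as miR-122 inhibitors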
# ERp5 inh: inhibitors of human ERp5; 350,000 compounds, 0.05% hits; inhibition, % at 9.99 µM; Q15084; AID 651711; ERp5 insulin aggregation, absorbance 650 nm, 90 min;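 active = mean replicate inhibition above about 25%, with every replicate also reaching it, limit read from the data, passing the limit was not always enough; inconclusive = only one of those two criteria met; inactive = neither criterion met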
# DENV2 CPE: protects cells from dengue virus 2 cytopathic effect | DENV2-infected cells, cytopathic effect rescue, plate reader | CPE inhibition, % at 9.99 µM | 350,000 compounds, 1.7% hits | AID 651640; in the data active = CPE inhibition above about 20%, passing the limit was not always enough; inconclusive = no clear call, values can overlap the other calls; tested in BHK-21 cells;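 also: 0% = median of neutral control wells and 100% = median of positive control wells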
# SIRT5 inh: blocks human SIRT5 desuccinylation of peptide | Q9NXA8 | Purified SirT5, succinyl-peptide AMC, trypsin-coupled fluorescence | inhibition, % at 15 µM | 330,000 compounds, 1.1% hits | AID 652115; in the data active = inhibition above about 15%; inconclusive = no clear call, values can overlap the other calls
# Target sequence (Q9NXA8 whole entry, looked up): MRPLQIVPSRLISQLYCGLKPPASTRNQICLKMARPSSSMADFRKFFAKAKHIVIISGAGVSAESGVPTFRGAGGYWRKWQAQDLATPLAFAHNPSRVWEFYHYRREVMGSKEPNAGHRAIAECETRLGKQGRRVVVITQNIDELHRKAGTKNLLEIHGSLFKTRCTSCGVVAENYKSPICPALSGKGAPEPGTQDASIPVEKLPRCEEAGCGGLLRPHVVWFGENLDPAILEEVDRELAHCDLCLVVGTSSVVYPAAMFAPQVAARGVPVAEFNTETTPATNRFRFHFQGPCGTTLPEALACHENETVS
# CASP6 VEID inh: caspase-6 (human) enzyme inhibition | 350,000 compounds, 0.53% hits | purified caspase-6, Z-VEID-R110 cleavage fluorescence | inhibition, % at 12.5 µM | P55212;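 active = mean inhibition across replicates at least about 35%, with every replicate also reaching that limit, limit read from the data; inconclusive = only one of the two criteria met; inactive = neither criterion met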;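 also: 0% = median of neutral control wells and 100% = no fluorescence left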
# Target sequence (P55212 24-179 limits assumed): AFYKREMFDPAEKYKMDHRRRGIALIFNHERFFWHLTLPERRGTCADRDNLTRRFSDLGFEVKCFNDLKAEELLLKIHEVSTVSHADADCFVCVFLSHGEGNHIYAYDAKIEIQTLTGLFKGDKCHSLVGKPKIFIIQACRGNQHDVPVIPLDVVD
# Target sequence (P55212 194-293 limits assumed): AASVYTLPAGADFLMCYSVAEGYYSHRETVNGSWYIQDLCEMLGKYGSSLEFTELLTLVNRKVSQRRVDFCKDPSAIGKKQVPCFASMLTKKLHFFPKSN
# Numbers without * were called inactive; ? = inconclusive; . = not tested or not shown; & = joins results of further samples; [ ] = another dose, or the depositor's remark.
structure	ERAP1 inh	F508del corr	miR122 inh	ERp5 inh	DENV2 CPE	SIRT5 inh	CASP6 VEID inh
O=C(Nc1cccnc1)c1noc2c1CCCCC2	2	2.2	-17	-1	-3	5	5
COc1cc(C(CC(=O)Nc2cccc(C)n2)N2Cc3ccccc3C2=O)cc(OC)c1OC (stereo not drawn)	-3	1.8	.	1	3	-1	-3
CCCNC(=O)N1C[C@@H](C)[C@@H](OC)CN(C)C(=O)c2cc(NC(=O)CCC)ccc2OC[C@H]1C	-4	-2.2	.	-1	?	2	-1
O=C(Nc1ccc(Cl)c(C(F)(F)F)c1)NC1CC2CCCC(C1)N2Cc1ccccc1 (stereo not drawn)	4	-3.4	.	1	1	-2	2
O=c1c2nnn(-c3ccc(Br)cc3)c2ncn1Cc1ccccn1	-3	1.2	-2	1	0	12	-2
CN1CCN(S(=O)(=O)c2ccc(Nc3cccc(Cl)c3)c([N+](=O)[O-])c2)CC1	7	-0.4	9	4	-5	-1	-1
O=C(CN1C(=O)COc2ccccc21)NCCCN1CCOCC1	-3	0.3	-1	3	-1	-4	-2
C[C@@H]1CN([C@H](C)CO)C(=O)c2cc(NS(=O)(=O)c3ccccc3)ccc2O[C@@H](C)CCCCO[C@@H]1CN(C)S(C)(=O)=O	0	-0.9	9[16.7 µM]	7	-4	3	3
COc1cccc(Nc2nc(N)c([N+](=O)[O-])c(N3CCOCC3)n2)c1	7	-0.1	.	1	0	4	-5
CCCCC1CC1C(=O)Nc1ncc2c(n1)CC(C)(C)CC2=O (stereo not drawn)	0	-0.7	4	7	-8	0	-2
O=C(O)CN1C(=O)/C(=C/c2ccc(N3CCCCC3)o2)SC1=S	.	1.3	-3	0	7	5	12
COc1ccccc1C(=O)NCCC(=O)NCC1COc2ccccc2O1 (stereo not drawn)	2	-4.4	1	-16	2	-4	-2
CCOc1ccc(NC(=S)N2CCC(C(N)=O)CC2)cc1	-3	-0.9	-1	1	-2	3	-5
CCS(=O)(=O)N1CCC2(CC1)CN(Cc1ccccc1)[C@@H](CO)c1c2c2ccc(OC)cc2n1C	2	3.8	.	14	-6	1	3
O=C(NC1CCCCC1)N[C@@H]1CC[C@@H](CCNS(=O)(=O)c2ccc(Cl)cc2)O[C@@H]1CO	0	1.3	.	1	-7	1	0
CCOC(=O)c1ccc(N2C(=O)CC(N3CCCC(C)C3)C2=O)cc1 (stereo not drawn)	0	-2.4	3	-1	1	-4	17
O=C(CNC(=O)c1cccs1)N/N=C/c1c(F)cccc1Cl	-1	-3.0	-4	8	6	-1	2
CS(=O)(=O)c1ccc(-n2c(=O)n(Cc3ccccc3)c(=O)c3[nH]cnc32)cc1	-5	1.3	23	-4	-1	-2	-2
CCCCCCN1C[C@@H](n2cc(-c3ccc(F)cc3)nn2)[C@H](O)C[C@@H]1c1ccc(Cl)cc1	0	-1.5	-1	-6	4	0	-2
OC(CNCc1ccc(-c2ccccc2)cc1)c1ccccc1 (stereo not drawn)	-2	2.0	0	-1	10	-3	-1
C/C=C/c1ccc2c(c1)O[C@@H](CN(C)C(=O)Nc1ccc(OC)cc1)[C@H](C)CN([C@H](C)CO)S2(=O)=O	2	3.1	26[16.7 µM]	6	2	-2	2
O=C1COc2ccc(C(=O)COC(=O)CNS(=O)(=O)c3cccc(F)c3)cc2N1	-1	0.9	-5	4	.	-2	-1
CO[C@H]1CN(C)C(=O)c2cc(NC(C)=O)ccc2OC[C@H](C)N(C(=O)c2ccccn2)C[C@H]1C	5	3.5	-4[16.7 µM]	-2	10	-3	1
COc1ccc(CN(C)C(=O)c2cc(S(=O)(=O)NCc3ccccc3)ccc2C)c(OC)c1	-1	2.8	.	-3	-2	2	-168
O=c1ccc(=O)n(CCc2ccccn2)[nH]1	4	-1.6	.	7	7	0	5
CSc1nc(N)n(-c2cc(C(F)(F)F)ccn2)n1	.	3.0	-3	10	20	-3	-2
O=C(NC1CCCC1)N1CCCCN2[C@H](CO)[C@H](c3ccc(-c4ccncc4)cc3)[C@@H]2C1	0	-1.0	3[16.7 µM]	-2	-3	8	-1
CCC(C)(C)NC(=O)C1c2ccccc2Oc2ccccc21	5	0.0	-3	0	-9	-2	-2
CC(C)C#Cc1ccc2c(c1)O[C@H](CN(C)C(=O)CN(C)C)[C@@H](C)CN([C@@H](C)CO)S2(=O)=O	4	1.7	6[16.7 µM]	0	-7	-1	-1
Cc1onc(-c2ccccc2)c1C(=O)N/N=C/c1cccs1	-3	-1.8	1	-6	-4	0	-1
COCCn1c(SCC(=O)Nc2cc(C)nn2-c2ccccc2)nnc1-c1ccncc1	-1	-3.0	-6	3	6	-3	-2
NC(=O)c1cc(S(=O)(=O)N2CCOCC2)ccc1N1CCCC1	-3	-1.2	1	4	.	-28	0
COc1cccc(NC(=O)N2[C@@H](CO)[C@H](c3ccccc3)[C@@H]2CNCC(C)C)c1	0	-2.7	.	2	4	-2	-1
O=C(Nc1ccnn1C1CCN(C2CCCCC2)CC1)c1cccc(F)c1	1	-3.6	-1	1	?	-1	-7
CC(C)n1cc(C(=O)N2CCCC(N3CCN(c4cccc(Cl)c4)CC3)C2)cn1 (stereo not drawn)	1	0.5	7	4	-1	0	0
Fc1ccc(N2CCN(Cc3nnc(-c4ccccc4)o3)CC2)cc1	4	0.5	.	-1	-7	-2	1
CC(=O)Nc1ccc(S(=O)(=O)NCC(=O)NC(C)c2ccc(S(N)(=O)=O)cc2)cc1 (stereo not drawn)	-1	-1.4	-2	0	10	-4	-1
COc1cc(CNc2nnnn2C)ccc1OCc1ccc(F)cc1Cl	-2	.	.	-1	?	-6	1
COc1ccc(NC(=O)N(C)C[C@@H]2OCCCC[C@@H](C)Oc3ccc(NC(=O)C4CCCCC4)cc3C(=O)N([C@@H](C)CO)C[C@@H]2C)cc1	2	0.8	4[16.7 µM]	1	-2	-4	2
Cn1c(SCC(=O)NC2CC2)nnc1-c1ccccc1	1	1.0	.	5	2	0	-5

# Fetched one by one from the list above:
structure	ERAP1 inh	F508del corr	miR122 inh	ERp5 inh	DENV2 CPE	SIRT5 inh	CASP6 VEID inh
Cn1c(SCC(=O)NC2CC2)nnc1-c1ccccc1	1	1.0	.	5	2	0	-5
COc1ccc(CN(C)C(=O)c2cc(S(=O)(=O)NCc3ccccc3)ccc2C)c(OC)c1	-1	2.8	.	-3	-2	2	-168

# 16 consecutive entries from above:
structure	ERAP1 inh	F508del corr	miR122 inh	ERp5 inh	DENV2 CPE	SIRT5 inh	CASP6 VEID inh
C/C=C/c1ccc2c(c1)O[C@@H](CN(C)C(=O)Nc1ccc(OC)cc1)[C@H](C)CN([C@H](C)CO)S2(=O)=O	2	3.1	26[16.7 µM]	6	2	-2	2
O=C1COc2ccc(C(=O)COC(=O)CNS(=O)(=O)c3cccc(F)c3)cc2N1	-1	0.9	-5	4	.	-2	-1
CO[C@H]1CN(C)C(=O)c2cc(NC(C)=O)ccc2OC[C@H](C)N(C(=O)c2ccccn2)C[C@H]1C	5	3.5	-4[16.7 µM]	-2	10	-3	1
COc1ccc(CN(C)C(=O)c2cc(S(=O)(=O)NCc3ccccc3)ccc2C)c(OC)c1	-1	2.8	.	-3	-2	2	-168
O=c1ccc(=O)n(CCc2ccccn2)[nH]1	4	-1.6	.	7	7	0	5
CSc1nc(N)n(-c2cc(C(F)(F)F)ccn2)n1	.	3.0	-3	10	20	-3	-2
O=C(NC1CCCC1)N1CCCCN2[C@H](CO)[C@H](c3ccc(-c4ccncc4)cc3)[C@@H]2C1	0	-1.0	3[16.7 µM]	-2	-3	8	-1
CCC(C)(C)NC(=O)C1c2ccccc2Oc2ccccc21	5	0.0	-3	0	-9	-2	-2
CC(C)C#Cc1ccc2c(c1)O[C@H](CN(C)C(=O)CN(C)C)[C@@H](C)CN([C@@H](C)CO)S2(=O)=O	4	1.7	6[16.7 µM]	0	-7	-1	-1
Cc1onc(-c2ccccc2)c1C(=O)N/N=C/c1cccs1	-3	-1.8	1	-6	-4	0	-1
COCCn1c(SCC(=O)Nc2cc(C)nn2-c2ccccc2)nnc1-c1ccncc1	-1	-3.0	-6	3	6	-3	-2
NC(=O)c1cc(S(=O)(=O)N2CCOCC2)ccc1N1CCCC1	-3	-1.2	1	4	.	-28	0
COc1cccc(NC(=O)N2[C@@H](CO)[C@H](c3ccccc3)[C@@H]2CNCC(C)C)c1	0	-2.7	.	2	4	-2	-1
O=C(Nc1ccnn1C1CCN(C2CCCCC2)CC1)c1cccc(F)c1	1	-3.6	-1	1	?	-1	-7
CC(C)n1cc(C(=O)N2CCCC(N3CCN(c4cccc(Cl)c4)CC3)C2)cn1 (stereo not drawn)	1	0.5	7	4	-1	0	0
Fc1ccc(N2CCN(Cc3nnc(-c4ccccc4)o3)CC2)cc1	4	0.5	.	-1	-7	-2	1

# Next part.
structure	ERAP1 inh	F508del corr	miR122 inh	ERp5 inh	DENV2 CPE	SIRT5 inh	CASP6 VEID inh
CC(=O)N(C)C[C@@H]1Oc2cc(-c3ccc(C)cc3)ccc2S(=O)(=O)N([C@@H](C)CO)C[C@H]1C	-1	2.7	-4[16.7 µM]	-1	3	4	-1
O=C(Cn1cc(C(F)(F)F)cc(Cl)c1=O)NCc1ccc(F)cc1	-4	-0.3	.	0	-1	-2	-2
COC(=O)c1cc(=O)nc(NN=C(C)C)s1	-3	-1.8	.	-4	-6	.	3
N#C[C@@H]1[C@H](c2ccccc2C2=CCCC2)[C@H](CO)N1C(=O)NC1CCCCC1	3	-2.6	.	6	9	-3	2
CC(C)COC(=O)N(C)C[C@@H]1OCc2cnnn2CCCC(=O)N([C@@H](C)CO)C[C@H]1C	-1&-4&2	0.0&0.5&-0.3	-2	-4&2&3	3&7&-4	-3&4&-2	-6&0&-2
C[C@H]1CN([C@@H](C)CO)C(=O)Cc2cc(NC(=O)CCCCCC(=O)Nc3ccccc3N)ccc2O[C@H]1CN(C)S(=O)(=O)c1ccc(F)cc1	0	1.9	-2[16.7 µM]	4	1	12	0
O=C(NCC[C@@H]1CC[C@H](NS(=O)(=O)c2cccc(F)c2)[C@@H](CO)O1)C1CCCC1	1	-0.3	29[16.7 µM]	4	-2	0	-2
CCOC(=O)Nc1ccc2c(c1)N(C(=O)CN1CCN(C)CC1)c1ccccc1CC2	-1	-3.5	-1	2	9	-2	0
CC1CCC(NC(=O)CN2C(=O)C3CC=CCC3C2=O)CC1 (stereo not drawn)	1	-8.4	6	.	9	-2	1
CCC(=O)Nc1ccc2nn(-c3ccc(F)cc3)nc2c1	1	-1.0	-7	-1	-4	-2	1
